# RTF Ca sens act – increases calcium sensitivity of human cardiac regulated thin filaments | activation, % at 7.2 µM | IANBD-labeled TnC RTF fluorescence at EC20 calcium; 0% EC20 calcium, 100% full calcium | hit rate 0.24% among 340,000;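 active means activation above the mean over all tested compounds plus 3 SD, cut at about 30% in these data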;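 further: rise in fluorescence read as greater calcium sensitivity of cardiac thin filaments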
# C-LANA FP – inhibitors of KSHV LANA C-terminal domain DNA binding | MBP-C-LANA/FAM-LBS DNA binding, fluorescence polarization | inhibition, % at 9 µM | hit rate 0.078% among 340,000 | AID 504423;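 active means highest replicate inhibition at or above 60% at 9 µM, even if other replicates fall short; inactive means all replicates below 60% inhibition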;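 further: 0% = neutral control wells and 100% = 4 µM acridine orange control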
# PfHsp90 set2 – growth inhibition of yeast expressing Plasmodium Hsp90; hit rate 0.32% among 310,000; inhibition, % at 9.4 µM; S. cerevisiae expressing PfHsp90, BacTiter-Glo ATP, 48 h; yeast lacking PDR1 and PDR3 efflux regulators;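 active means every replicate shows inhibition above about 80%, whatever the replicate mean, limit read from the data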;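 further: 0% = DMSO neutral controls and 100% = 20 µM radicicol positive controls; yeast relying on Plasmodium falciparum Hsp90 in place of its own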
# Keap1 Nrf2 FP – Keap1-Nrf2 (human) interaction inhibition; inhibition, % at 9.4 µM; Keap1 Kelch-Nrf2 peptide fluorescence polarization, 1536-well; hit rate 0.15% among 340,000; AID 504523; in the data active means inhibition above about 12%;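 further: human Keap1 Kelch domain with fluorescein labeled Nrf2 9mer peptide probe; 0% = neutral control wells and 100% = peptide positive control; higher means more block of Keap1 binding to Nrf2 peptide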
# Target sequence (Q14145 whole entry, looked up, the tested form may be a part): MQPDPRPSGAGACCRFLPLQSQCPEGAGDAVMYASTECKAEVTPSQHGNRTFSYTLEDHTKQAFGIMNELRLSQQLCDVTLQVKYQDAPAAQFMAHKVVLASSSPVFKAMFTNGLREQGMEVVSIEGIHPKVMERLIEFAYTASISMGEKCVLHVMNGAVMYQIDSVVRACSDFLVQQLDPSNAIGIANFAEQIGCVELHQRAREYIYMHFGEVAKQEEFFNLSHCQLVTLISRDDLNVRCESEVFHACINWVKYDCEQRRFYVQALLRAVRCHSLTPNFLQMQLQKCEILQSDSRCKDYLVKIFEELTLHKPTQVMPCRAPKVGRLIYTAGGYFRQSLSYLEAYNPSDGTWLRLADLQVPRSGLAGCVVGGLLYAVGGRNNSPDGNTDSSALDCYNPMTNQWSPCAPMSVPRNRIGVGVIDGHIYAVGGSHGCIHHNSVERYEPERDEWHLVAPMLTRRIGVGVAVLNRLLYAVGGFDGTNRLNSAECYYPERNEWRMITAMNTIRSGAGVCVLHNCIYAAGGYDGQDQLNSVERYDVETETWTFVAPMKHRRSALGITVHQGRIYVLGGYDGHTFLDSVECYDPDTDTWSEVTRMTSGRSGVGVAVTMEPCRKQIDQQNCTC
# CDK5 p35 inh – blocks human CDK5/p35 kinase activity. inhibition, % at 10 µM. Recombinant CDK5/p35, ADP-Glo luminescence, 60 min. hit rate 0.01% among 330,000. AID 488839. Q00535+Q15078;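 active means highest replicate inhibition of at least 50% and at least 75% of replicates reaching 50%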;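 further: plate controls were DMSO neutral control for no effect and GW8510 at 10 µM for full effect; many of its hits are not listed in these tables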
# NSD2 HMT inh – NSD2 (human) methyltransferase inhibition | O96028 | hit rate 0.54% among 310,000 | NSD2 peptide methylation, AlphaScreen, 120 min | inhibition, % at 12.5 µM; in the data active means inhibition above about 50%
# Mot1-301 SUMO – inhibitors of SUMOylation pathway: yeast Mot1-301 growth rescue | S. cerevisiae Mot1-301 growth rescue, ATP luminescence, 38.5C; percent above DMSO median, 100 means doubled | growth rescue, % at 18.8 µM | hit rate 1% among 320,000;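 active means every valid replicate shows activation above 250% relative to neutral control wells; inactive means the rest, any valid replicate at or below 250%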;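 further: OY570 slx delta 5 strain wells were the positive control but not used for scaling; some compounds called inactive have numbers as strong as hits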
# Rtt109 Vps75 – C. albicans Rtt109 histone acetyltransferase inhibition; hit rate 0.16% among 330,000; purified Rtt109/Vps75, ThioGlo CoA-SH fluorescence, 4 h; Q5AAJ8; AID 540336; inhibition, % at 34.9 µM;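 active means inhibition of at least 50% in every replicate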
# PvdQ inh – P. aeruginosa PvdQ acylase inhibition; purified PvdQ acylase, fluorescence plate reader; inhibition, % at 10 µM; hit rate 0.063% among 340,000; in the data active means inhibition above about 30%, passing the limit was not always enough;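 further: 0% = vehicle neutral wells and 100% = reference inhibitor wells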
# dFosB activator – activators of mouse delta FosB homodimer; P13346; activation, % at 25 µM; purified delta FosB, TAMRA-CDK5 oligo fluorescence polarization; percent of positive-control signal above neutral wells; hit rate 0.99% among 340,000;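 active means mean activation above about 17%, with every replicate also reaching it, limit read from the data, passing the limit was not always enough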;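 further: fluorescence polarization rise as delta FosB binds a TAMRA Cdk5 AP-1 oligo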
# Cardiac RTF inh – cardiac RTF calcium desensitization | P19429+P45379 | IANBD-labeled cardiac RTF, Ca2+ fluorescence | inhibition, % at 7.15 µM | hit rate 0.12% among 340,000 | AID 493244;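 active means inhibition above the mean inhibition of all tested compounds plus 3 SD, cut at about 17% in these data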;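 further: assay run at fixed EC70 calcium of 1.6 mM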
# Active calls of the source: *; . = no result given.
SMILES,RTF Ca sens act,C-LANA FP,PfHsp90 set2,Keap1 Nrf2 FP,CDK5 p35 inh,NSD2 HMT inh,Mot1-301 SUMO,Rtt109 Vps75,PvdQ inh,dFosB activator,Cardiac RTF inh
Cc1ccc(/C=N/Nc2ccc(C(=O)O)cc2)o1,3.1,-0.9,-18.9,-5.2,3.3,-1.2,-8.2,19.4,11.6,-0.9,1.3
CCOC(=O)C(N)CSC1CC(=O)N(c2ccc(OC)cc2)C1=O (centres undefined),-6.9,0.9,28.8,-1.1,-0.3,-1.8,1.8,-2.1,-2.8,-3.7,3.8
Fc1ccccc1Cc1ccc(Cl)nn1,6.8,-0.6,-11.7,-2.5,0.1,-0.9,-3.0,0.3,-4.8,-2.9,-12.3
NS(=O)(=O)c1ccc(NS(=O)(=O)c2ccc(NC(=O)c3ccc(-c4ccccc4)cc3)cc2)cc1,-1.3,3.0,.,-0.9,-4.9,.,-11.1,-10.6,-20.5,10.3,-2.2
CCCC12CN(C(=O)c3ccc(OC)cc3)CC(C)(CN(C(=O)c3ccc(OC)cc3)C1)C2=O,13.6,1.3,4.7,1.2,0.3,0.3,-17.3,-1.8,-12.3,-9.1,-1.4
Cc1ccc2cc3c(NS(=O)(=O)c4cccc5nonc45)nn(CC(C)C)c3nc2c1,-10.6,0.2,-13.0,0.4,0.3,9.5,-11.5,35.2,2.2,3.0,-0.3
CC(C(=O)OCC(=O)Nc1ccc(S(=O)(=O)N2CCCCC2)cc1)N1C(=O)c2ccccc2C1=O (centres undefined),9.3,-1.0,-4.5,2.2,-0.1,-1.0,75.1,5.6,-14.3,-3.4,-1.9
COc1cc2c(cc1OC)C(C(=O)NCc1ccco1)C(c1cccs1)N(C)C2=O (centres undefined),-4.7,1.3,66.2,-2.4,-5.6,0.1,-35.3,-1.0,-8.1,-5.8,-2.5
O=C(COc1ccc([N+](=O)[O-])cc1)Nc1ccc(CN2CCOCC2)cc1,0.1,0.3,17.7,-3.9,0.4,-3.3,129.7,.,-0.3,-4.3,9.5
COc1ccc(CNc2nccs2)cc1OC,-10.8,0.6,8.9,-4.3,0.3,0.1,-16.0,-1.2,-1.4,-7.8,-1.1
COc1ccc(-n2nc(C(=O)NCC(=O)NCCCN3CC(C)CC(C)C3)c3ccccc3c2=O)cc1OC (centres undefined),-3.4,-1.3,23.1,-0.8,-1.0,2.0,494.1,-2.8,-15.4,-2.4,-6.2
CCCCn1c(N)c(N(CC(C)C)C(=O)CCNC(=O)c2ccc(Cl)cc2)c(=O)[nH]c1=O,-4.5,-0.8,.,2.7,1.6,2.2,12.5,-0.2,9.1,-3.2,-4.1
O=C(c1cccc(S(=O)(=O)N2CCN(c3ccc(F)cc3)CC2)c1)N1CCCC(C(F)(F)F)C1 (centres undefined),8.7,-0.8,4.4,-3.9,-4.0,-2.6,49.1,1.6,-24.8,-12.4,-7.8
C=CCNC(=O)COC(=O)c1ccc(Cl)c(S(N)(=O)=O)c1,5.8,-0.5,14.4,-0.8,-1.1,0.6,-8.2,14.2,7.2,-4.3,-9.8
Nc1cccc(Nc2ncnc3ccccc23)c1,7.6,-0.8,-13.2,-3.8,-2.7,1.9,0.4,3.7,-11.9,9.4,-4.6
O=C(C1=C[C@H](c2ccccc2)C[C@H](OCc2ccc(CO)cc2)O1)N1CCN(Cc2ccc3c(c2)OCO3)CC1,1.5,-0.3,12.0,-0.5,-1.3,.,-3.0,5.0,-9.2,-3.2,-25.2
O=S(=O)(c1cnccc1N1CCN(/N=C/c2ccccc2)CC1)N1CCCCC1,-2.0,0.5,-22.6,-6.5,0.1,-1.4,-15.9,7.1,-9.1,-6.8,0.0
O=C1Cc2cc(NS(=O)(=O)c3ccc(Cl)cc3)cc3c2N1CCC3,3.8,0.8,.,-8.6,-1.7,1.4,1.9,5.5,-8.0,-6.4,-17.7
Cc1ccc2c(c1)N(CCCC(=O)NCCCN1CCCCC1)C(=O)CO2,-2.5,1.1,20.6,-4.2,0.0,.,-10.0,-4.4,-11.0,4.2,-1.2
CCC(C)Oc1nc2ccccc2nc1NS(=O)(=O)c1ccccc1 (centres undefined),11.6,-0.4,.,-2.9,-4.4,-4.2,-17.2,-0.2,-5.6,-7.7,5.6
C=CCNC(=O)COc1ccc(S(=O)(=O)Nc2ccc(OCC)cc2)cc1,7.1,-0.9,13.8,-2.8,-0.6,-0.6,8.7,-3.7,-10.0,2.4,-7.3

# A draw from above in order of heavy-atom count, lowest first:
SMILES,RTF Ca sens act,C-LANA FP,PfHsp90 set2,Keap1 Nrf2 FP,CDK5 p35 inh,NSD2 HMT inh,Mot1-301 SUMO,Rtt109 Vps75,PvdQ inh,dFosB activator,Cardiac RTF inh
Fc1ccccc1Cc1ccc(Cl)nn1,6.8,-0.6,-11.7,-2.5,0.1,-0.9,-3.0,0.3,-4.8,-2.9,-12.3
COc1ccc(CNc2nccs2)cc1OC,-10.8,0.6,8.9,-4.3,0.3,0.1,-16.0,-1.2,-1.4,-7.8,-1.1
Nc1cccc(Nc2ncnc3ccccc23)c1,7.6,-0.8,-13.2,-3.8,-2.7,1.9,0.4,3.7,-11.9,9.4,-4.6
C=CCNC(=O)COC(=O)c1ccc(Cl)c(S(N)(=O)=O)c1,5.8,-0.5,14.4,-0.8,-1.1,0.6,-8.2,14.2,7.2,-4.3,-9.8
CCOC(=O)C(N)CSC1CC(=O)N(c2ccc(OC)cc2)C1=O (centres undefined),-6.9,0.9,28.8,-1.1,-0.3,-1.8,1.8,-2.1,-2.8,-3.7,3.8
CCC(C)Oc1nc2ccccc2nc1NS(=O)(=O)c1ccccc1 (centres undefined),11.6,-0.4,.,-2.9,-4.4,-4.2,-17.2,-0.2,-5.6,-7.7,5.6
O=C(COc1ccc([N+](=O)[O-])cc1)Nc1ccc(CN2CCOCC2)cc1,0.1,0.3,17.7,-3.9,0.4,-3.3,129.7,.,-0.3,-4.3,9.5
COc1cc2c(cc1OC)C(C(=O)NCc1ccco1)C(c1cccs1)N(C)C2=O (centres undefined),-4.7,1.3,66.2,-2.4,-5.6,0.1,-35.3,-1.0,-8.1,-5.8,-2.5
CCCCn1c(N)c(N(CC(C)C)C(=O)CCNC(=O)c2ccc(Cl)cc2)c(=O)[nH]c1=O,-4.5,-0.8,.,2.7,1.6,2.2,12.5,-0.2,9.1,-3.2,-4.1
CCCC12CN(C(=O)c3ccc(OC)cc3)CC(C)(CN(C(=O)c3ccc(OC)cc3)C1)C2=O,13.6,1.3,4.7,1.2,0.3,0.3,-17.3,-1.8,-12.3,-9.1,-1.4
O=C(C1=C[C@H](c2ccccc2)C[C@H](OCc2ccc(CO)cc2)O1)N1CCN(Cc2ccc3c(c2)OCO3)CC1,1.5,-0.3,12.0,-0.5,-1.3,.,-3.0,5.0,-9.2,-3.2,-25.2

# Record cards, from the list above. Values in the order: RTF Ca sens act | C-LANA FP | PfHsp90 set2 | Keap1 Nrf2 FP | CDK5 p35 inh | NSD2 HMT inh | Mot1-301 SUMO | Rtt109 Vps75 | PvdQ inh | dFosB activator | Cardiac RTF inh
# C=CCNC(=O)COC(=O)c1ccc(Cl)c(S(N)(=O)=O)c1 in the list: 5.8 | -0.5 | 14.4 | -0.8 | -1.1 | 0.6 | -8.2 | 14.2 | 7.2 | -4.3 | -9.8
# O=C(C1=C[C@H](c2ccccc2)C[C@H](OCc2ccc(CO)cc2)O1)N1CCN(Cc2ccc3c(c2)OCO3)CC1 in the list: 1.5 | -0.3 | 12.0 | -0.5 | -1.3 | . | -3.0 | 5.0 | -9.2 | -3.2 | -25.2
